# Lipid storage S3 = qHTS Assay for Lipid Storage Modulators in Drosophila S3 Cells | Potency in µM for hits, for the others lipid storage change, negative = inhibition, % at the top dose, mostly 46.1 µM | Drosophila S3 cells, BODIPY lipid droplet fluorescence, 18-24 h; cells fed with added oleic acid | AID 2685 | 320,000 tested, 0.64% active; active means well fitted inhibition curve with a large enough effect in the signal ratio, with a control signal flat, not every such curve was filed as active; inconclusive means small, poorly fitted or top-dose-only effect, or effect the other way, or a change in a side signal; the % refers to the signal ratio
#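 Drosophila S3 cells got compounds at several concentrations plus oleic acid (400 uM solution). Laser-scanning cytometry with 488 nm excitation read lipid droplets at 500-530 nm and cells at 575-640 nm. Percent activity was relative to 20 uM Triacsin C.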
# Lipid storage S3 cell count max = further read-out of Lipid storage S3, marked with its call; cell number change, %; measured here: cell count max response;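 cells counted by Cell Tracker Red CMTPX staining in the red channel; peak over a dose series mostly up to 46.1 µM; percent activity relative to internal control wells on each plate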
# Starred values were filed as active, the others as inactive; i = inactive; ? = inconclusive; . = no result given; [ ] = another dose, or the depositor's remark. On the % scale 0 is the no-effect control and ±100 the full control effect; potency means the concentration at half of the fitted maximal effect.
Lipid storage S3	Lipid storage S3 cell count max	Compound
?	.	O=S(=O)(c1ccc(-c2cnc(C3CC3)o2)cc1)N1CCN(c2ccccc2)CC1
?	.	CC(C)Oc1ccc(/C(O)=C2/C(=O)C(=O)N(CCN3CCOCC3)C2c2ccccc2)cc1 (stereo unspecified)
?	.	COC(=O)C1=C(C)NC(=O)NC1c1ccsc1 (stereo unspecified)
?	.	CCn1nc(NC(=O)c2cccnc2)c2cc3cccc(C)c3nc21
?	.	Cc1occc1C(=O)n1nnc2ccccc21
?	.	O=C(O)Cc1cccc2ccccc12
7%	1	CC(Nc1n[nH]c(=S)[nH]c1=O)C(=O)OCc1ccccc1 (stereo unspecified)
?	.	C/C(COc1ccccc1)=N\NC(=O)c1nnn(-c2nonc2N)c1CSc1ccccc1
?	.	COc1ccc(C(=O)NC(CCSC)C(=O)NCc2nnc3ccccn23)cc1 (stereo unspecified)
?	.	CCOC(=O)C1CCCN(C(=O)c2cccc(S(=O)(=O)N3CCOCC3)c2)C1 (stereo unspecified)
11%	0	COc1cc(C2NC(=O)NC(C)=C2C(C)=O)cc(OC)c1OC (stereo unspecified)
?	.	Cn1c(=O)c2c(nc(NCc3ccccc3)n2CC(=O)NCc2ccccc2)n(C)c1=O
-12%	23	O=C(Nc1cc(Cl)ccc1-n1cncn1)c1cn2ccccc2n1
?	.	O=C(OCC#CCSc1nc2ccccc2s1)c1ccco1
?	.	O=C(O)[C@]1(S(=O)(=O)c2ccccc2)C[C@@H]2ON=C(c3cccc(Br)c3)[C@@H]2C1
?	.	CC(=O)Nc1ccc(NC(=O)C(C)OC(=O)CCCOc2ccc(Cl)cc2C)cc1 (stereo unspecified)
?	.	CN(C)C1(CNC(=O)C2CCC(=O)N(Cc3ccc(Cl)cc3)C2)CCCCC1 (stereo unspecified)
-20%	-10	COc1cc(SC)ccc1C(=O)N(Cc1ccccc1)c1ccccc1
?	.	COC(=O)c1cncc(O)c1
?	.	COc1cccc(CNC(=O)C2CC(=O)N(C3CCCCCCC3)C2)c1 (stereo unspecified)
?	.	COc1ccc(CCNc2ncnc3sccc23)cc1OC
7%	2	Cc1ccsc1C(=O)OCC(=O)N(C)c1c(N)n(Cc2ccccc2)c(=O)[nH]c1=O
?	.	Cn1c(=O)c(C(=O)CN2CCN(Cc3ccc4c(c3)OCO4)CC2)c(N)n(Cc2ccccc2)c1=O
-17%	2	Cc1cc(C)cc(N2C(=O)C3CCCN3C2=S)c1 (stereo unspecified)
?	.	N#CCSc1nnc(-c2ccccc2)c(-c2ccccc2)n1

# Full records as entered above. Screens in order: Lipid storage S3 | Lipid storage S3 cell count max
# Listed for CC(Nc1n[nH]c(=S)[nH]c1=O)C(=O)OCc1ccccc1 (stereo unspecified) → 7% | 1
# Listed for COC(=O)c1cncc(O)c1 → ? | .

# 3 of the entries above in order of their number in Lipid storage S3 cell count max, descending:
Structure,Lipid storage S3,Lipid storage S3 cell count max
Cc1ccsc1C(=O)OCC(=O)N(C)c1c(N)n(Cc2ccccc2)c(=O)[nH]c1=O,7%,2
CC(Nc1n[nH]c(=S)[nH]c1=O)C(=O)OCc1ccccc1 (stereo unspecified),7%,1
COc1cc(SC)ccc1C(=O)N(Cc1ccccc1)c1ccccc1,-20%,-10

# Next section:
Lipid storage S3	Lipid storage S3 cell count max	Compound
?	.	COCCNC(=O)/C(C#N)=C/C(C)=C/c1ccccc1
-13%[0.0737 µM]	.	Cc1ccc(S(=O)(=O)NCCS(=O)(=O)N2CCN(c3ccc(F)cc3)CC2)cc1
i	12	Cc1ccc2nc(NC(=O)c3ccccc3F)sc2c1
-9%	4	O=C(Nc1ccc2sc3ccccc3c(=O)c2c1)c1ccccc1Cl
9%	7	COC(=O)c1ccc(CSc2ncn[nH]2)o1
i	-2	CCc1ccc(NC(=O)Nc2ccc3c(c2)CCC3)cc1
i	.	Cc1nc2sc(C(=O)Nc3ccccc3)c(N)c2c(C)c1[N+](=O)[O-]
i	.	Cc1ccc(C(=O)Nc2c(-c3cccs3)nc3cc(C)ccn23)cc1
15%	.	CCn1c(CN2CCN(c3cccc(C)c3C)CC2)n[nH]c1=S
?	.	CC1CCN(c2c(NCC3CCC(C(=O)NCCc4ccccc4)CC3)c(=O)c2=O)CC1 (stereo unspecified)
?	.	CCOC(=O)C1(Cc2cccc(OC)c2)CCCN(Cc2cc(OC)c(O)c(OC)c2)C1 (stereo unspecified)
?	.	O=C(CSc1nc(=O)n2ccccc2n1)OCc1ccccc1
?	.	CN(C)S(=O)(=O)c1ccc(Nc2nc(C3CC3)nc3c2nnn3Cc2ccccc2Cl)cc1
?	.	COc1cccc(C(=O)OCC(=O)Nc2ccccc2N2CCOCC2)c1
?	.	O=C(NCc1ccccc1)c1ccc(-c2ccccc2F)o1
11%	7	CN(C)c1ccc(NC(=O)c2cnsn2)cc1
?	.	CCn1cc(/C=C(\NC(=O)c2ccc(OC)c(OC)c2)C(=O)NCCN2CCOCC2)c2ccccc21
?	.	Cc1cc2c3c(c1)C(C)(c1ccccc1)CC(C)(C)N3C(=O)C21C(C#N)=C(N)OC2=C1C(=O)CC(C)(C)C2 (stereo unspecified)
?	.	COc1cccc(-c2nc(CCl)cs2)c1
-22%	-4	COC(=O)C1=C(C)NC(=O)/C1=C/c1ccc(CNS(=O)(=O)c2ccc(C)cc2)o1
?	.	CCN1CC2([N+](=O)[O-])CC=C(OC)C([N+](=O)[O-])(C1)C2 (stereo unspecified)
15µM*	-9.7*	COC1=C/C(=C/c2c(N)n3nc(CC(=O)N4CCCCC4)sc3nc2=O)C=CC1=O
19%	5	COc1nc(C)nc2c1sc(=S)n2C
?	.	O=C1NC(Cc2c[nH]c3ccccc23)C(=O)N1c1ccc(F)cc1 (stereo unspecified)
9%	.	O=c1c2sccc2nc(SCc2cc(=O)n3cc(Br)ccc3n2)n1Cc1ccccn1

# Carrying on:
Lipid storage S3	Lipid storage S3 cell count max	Compound
1%	-1	COc1ccc(C(=O)C(/C=N/O)=N/Nc2ccc(F)cc2)cc1
-23%	1	COCCC(=O)N1CCC(Oc2ccc(C(=O)N3CCCC(CCCO)C3)cc2)CC1 (stereo unspecified)
-11%	2	COc1ccc(CNC(=O)c2cc(S(=O)(=O)N3CCCC3)cn2C)cc1
-3%	-11	O=C(Cc1ccc(-n2cccc2)cc1)N1CCc2ccccc21
-4%	-7	C/C(=N\NC(=S)Nc1cccc(C)c1)c1ccccc1
-5%	1	COc1cc([N+](=O)[O-])ccc1NC(=O)Cn1ccsc1=N
13%	-1	COc1ccc(CNC(=O)C2COc3ccccc3O2)cc1 (stereo unspecified)
-10%	-7	Cc1cc(=O)oc2cc(OCCC[n+]3ccccc3)ccc12
?	.	O=C(Cc1ccccc1)NCC(=O)N1CCCCCC1
i	.	COC(=O)c1[nH]c(C)c(/C(O)=C2\C(=O)C(=O)N(CCCN3CCOCC3)C2c2ccccn2)c1C (stereo unspecified)
?	.	CCNc1nc(NC(C)C)nc(N(C#N)CCOc2ccccc2)n1
?	.	COCCSc1nc2c(c(=O)[nH]c(=O)n2C)n1CCCc1ccccc1
?	.	O=C(c1cccs1)N(Cc1ccc(Cl)cc1)C1CCS(=O)(=O)C1 (stereo unspecified)
?	.	Cc1cc(NC(=O)COc2ccccc2)ccc1Cl
i	.	CCOC(=O)Cn1nc(C)c(NC(=O)COc2cccc(Cl)c2)c1C
?	.	CN(Cc1ccccc1)C(=O)C1CCN(S(=O)(=O)c2cc([N+](=O)[O-])ccc2Cl)CC1
?	.	Cc1ccc(CC(=O)N2CCN(c3ccccn3)CC2)cc1
-11%	3	COc1ccc(N2CCC(CNC(=S)Nc3c(C)cccc3C)C2)cc1 (stereo unspecified)
?	.	CC(C)=CCc1c2c(c3occ(-c4ccc(O)cc4)c(=O)c3c1O)C=CC(C)(C)O2
-1%	18	CN(CC(=O)NCc1ccccc1)Cc1cccc(F)c1
i	.	COc1cccc(NC(=O)N(CCCN2CCOCC2)C(C)c2cc3cccc(OC)c3o2)c1 (stereo unspecified)
-1%	-6	CN(Cc1cccc(F)c1)CC(O)COCc1ccccc1Cl (stereo unspecified)
-3%	4	Cc1cccc(CN2CCN(Cc3cnn(-c4ccccc4F)c3)CC2CCO)n1 (stereo unspecified)
?	.	O=C(CSc1n[nH]c(=O)n1-c1cccnc1)N1CCOCC1
?	.	Cc1ccc(SCc2nc3ccccc3n2CC(=O)Nc2ccccc2)cc1

# An excerpt from above in order of molecular weight, low to high:
Lipid storage S3	Lipid storage S3 cell count max	Compound
-10%	-7	Cc1cc(=O)oc2cc(OCCC[n+]3ccccc3)ccc12
13%	-1	COc1ccc(CNC(=O)C2COc3ccccc3O2)cc1 (stereo unspecified)
?	.	CN(Cc1ccccc1)C(=O)C1CCN(S(=O)(=O)c2cc([N+](=O)[O-])ccc2Cl)CC1

# (more compounds)
Lipid storage S3	Lipid storage S3 cell count max	Compound
?	.	Cc1cc(O)ccc1N/C=C1\CCCC1=O
?	.	O=C(CCOc1ccccc1)Nc1ccc(S(=O)(=O)Nc2ncccn2)cc1
8%	9	CC1=C(C)CC(C(=O)NNC(=O)c2ccccc2)C(C(=O)O)C1 (stereo unspecified)
?	.	Cc1ccc(C)c(NC(=S)N/N=C/C(C)c2ccccc2)c1 (stereo unspecified)
?	.	COc1cc(OC)nc(NC(C)=O)n1
?	.	CCN(CC(=O)Nc1c(F)cccc1F)C(=O)CSc1nnc(-c2ccco2)n1CC
?	.	Cc1ccc2cccnc2c1NC(=S)NC(=O)c1ccccc1
?	.	O=C(CN1CCCCCC1)NC(c1ccccc1)c1ccccc1
?	.	O=S(=O)(NC1CCCCC1N1CCC(O)CC1)c1ccc(Cl)cc1 (stereo unspecified)
?	.	CCN(CC)CCCN1C(=O)c2oc3ccccc3c(=O)c2C1c1cccc(OC)c1OC (stereo unspecified)
?	.	COc1ccc([N+](=O)[O-])cc1NC(=O)C(C)OC(=O)C1CCCC1 (stereo unspecified)
-19%	25	Cc1ccc(/C=[N+](\[O-])c2ccccc2C)o1
6%	21	Cc1cccc(C(=O)Nc2c(C(=O)N(C)C)cnn2-c2ccccc2)c1
-14%	12	CC(=O)c1ccc(S(=O)(=O)N(CCCO)Cc2cc3cc(C)ccc3[nH]c2=O)cc1
i	5	CC(C)Cc1nnc(NC(=O)CCC(=O)NC2CCCCCC2)s1
?	.	CCOc1ccc(NC(=O)CN(C)S(=O)(=O)c2cnc[nH]2)cc1
2%	-7	CC1CCCC(C)N1C(=O)c1cc2ncc(CCCl)cn2n1 (stereo unspecified)
?	.	COc1cccc(C(=O)Nc2nnc(SCC(=O)Nc3ccc(NC(C)=O)cc3)s2)c1
0%	2	CCOC(=O)c1c(NC(=O)CS(=O)(=O)c2cn(CC)c3ccccc23)sc2c1CCCC2
?	.	CCOc1ccc(NC(=O)c2ccc(NC(=O)CN3C(=O)C(=O)N(CC(C)C)C3=O)cc2)cc1
?	.	CN1C=CC2=C(C#N)C(N)C(C#N)(C#N)C(c3ccccc3)C2C1 (stereo unspecified)
9%	-3	CCOC(=O)CSc1nnc(-c2ccoc2C)n1-c1ccc(OCC)cc1
15%	.	CCOn1c(=O)c(-c2ccccc2)[n+]([O-])c2ccccc21
6%	-12	COc1ccc(S(=O)(=O)n2nc(OC(=O)c3ccco3)cc2N)cc1
?	.	Cc1ccc(C)n1-c1ccc(C(=O)NCc2cccnc2)cc1

# Filtered by structure: the entries above with a COOH group
Lipid storage S3	Lipid storage S3 cell count max	Compound
?	.	O=C(O)Cc1cccc2ccccc12
?	.	O=C(O)[C@]1(S(=O)(=O)c2ccccc2)C[C@@H]2ON=C(c3cccc(Br)c3)[C@@H]2C1
8%	9	CC1=C(C)CC(C(=O)NNC(=O)c2ccccc2)C(C(=O)O)C1 (stereo unspecified)

# The results go on:
Lipid storage S3	Lipid storage S3 cell count max	Compound
i	.	COc1ccccc1-n1c(C)cc(SC)c(C(C)=O)c1=S
?	.	CCN1C(=O)[C@@H]2Cc3c([nH]c4ccccc34)C(c3cc(OC)c(OC)c(OC)c3)N2C1=S (stereo partly specified)
?	.	Cc1cc(C(=O)Nc2ncc(C)s2)c2ccccc2n1
?	.	CCCCCc1ccc(OCCCC[n+]2cccc(C)c2)c(CCCCC)c1
?	.	Cc1ccc(CNC(=O)C(=O)NCCC2CCCCN2S(=O)(=O)c2ccc(C)cc2)cc1 (stereo unspecified)
2%	1	COc1c(S(=O)(=O)Nc2cccnc2)ccc(Cl)c1Cl
-12%	11	O=C(/C=C/c1cccc(O)c1)c1ccc(N2CCOCC2)cc1
4%	6	CCN(c1ccccc1)c1cc(C)nc2nc(C)nn12
?	.	COc1ccc(NC(=O)NC(C)c2ccccc2)cc1 (stereo unspecified)
-7%	2	COCc1n[nH]c(=S)n1-c1ccccc1
20%	.	COC(=O)c1cccc(NC(=S)Nc2ccccc2Cl)c1
22%	7	COc1ccc(C(=O)NC(=S)Nc2ccc(CN3CCOCC3)cc2)cc1OC
?	.	O=C(NCCCN1CCCC1=O)c1cccc(Oc2ccccc2)c1
0%	-8	Cc1cc(S(=O)(=O)n2ccnc2)c(Cl)cc1Cl
-7%	27	CCOC(=O)COc1cccc2c(=O)n(CC(=O)NCCc3ccc(OC)c(OC)c3)ccc12
?	.	CC(C)Oc1ccc(S(=O)(=O)N2CCOCC2)cc1NC(=O)c1ccc(N2CCCC2=O)cc1
15%	-4	CCn1c(=O)c(C(=O)CN2CCN(S(=O)(=O)c3ccc(C)cc3C)CC2)c(N)n(Cc2ccccc2)c1=O
?	.	O=C(Nc1cccc(C(F)(F)F)c1)c1cccnc1N1CCN(c2ccccc2)CC1

# These rows are one share of the data; rates above refer to the full screens.
